Screening data deposited in PubChem BioAssay by National Center for Advancing Translational Sciences (NCATS).
KAT2A inh: GCN5L2 (KAT2A) acetyltransferase inhibition. GCN5L2 HAT assay, ThioGlo1 CoA-SH fluorescence. Potency, µM (highest dose often 58.9 µM), without a hit: top-dose activity change, negative = inhibition, actives largely listed as inhibitors. actives 0.21% (n = 390,000)
Target sequence (Q92830 whole entry, looked up): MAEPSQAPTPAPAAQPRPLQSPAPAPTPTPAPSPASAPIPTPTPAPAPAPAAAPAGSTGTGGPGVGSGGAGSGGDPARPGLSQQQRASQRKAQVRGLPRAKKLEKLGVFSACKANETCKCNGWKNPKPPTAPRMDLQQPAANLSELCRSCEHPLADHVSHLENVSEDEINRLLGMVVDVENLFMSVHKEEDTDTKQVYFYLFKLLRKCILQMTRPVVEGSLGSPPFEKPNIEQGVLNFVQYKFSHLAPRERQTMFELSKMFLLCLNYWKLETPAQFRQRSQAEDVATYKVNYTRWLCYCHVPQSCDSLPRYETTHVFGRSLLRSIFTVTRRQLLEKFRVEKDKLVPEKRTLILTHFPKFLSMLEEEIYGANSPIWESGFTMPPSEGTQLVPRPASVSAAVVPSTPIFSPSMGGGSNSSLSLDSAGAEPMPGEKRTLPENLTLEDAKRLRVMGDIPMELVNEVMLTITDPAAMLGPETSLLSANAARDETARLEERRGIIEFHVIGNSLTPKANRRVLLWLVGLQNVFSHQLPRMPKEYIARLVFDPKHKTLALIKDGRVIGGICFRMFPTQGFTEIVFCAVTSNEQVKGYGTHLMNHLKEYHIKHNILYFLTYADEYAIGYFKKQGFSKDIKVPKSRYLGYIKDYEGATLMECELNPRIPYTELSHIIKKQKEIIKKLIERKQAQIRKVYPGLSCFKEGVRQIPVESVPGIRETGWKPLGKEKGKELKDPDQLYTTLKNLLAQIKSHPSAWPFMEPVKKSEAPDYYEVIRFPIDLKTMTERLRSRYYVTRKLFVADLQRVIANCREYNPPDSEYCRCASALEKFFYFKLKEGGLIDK
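Compounds, pin-transferred from DMSO stocks, meet 20nM GCN5L2 for 15 min before the reaction begins with H3(1-25) peptide (75uM) and acetyl-CoA (70uM). Thiol-reactive ThioGlo1 reports CoA release over 20 min at room temperature.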
DT40 TDP1 no CPT: qHTS for Inhibitors of human tyrosyl-DNA phosphodiesterase 1 (TDP1): qHTS in cells in absence of CPT. actives 15% (n = 420,000). AID 686978, 2013. DT40 Tdp1-/- hTDP1 cells, no CPT, ATP luminescence, 48 h. Potency, µM (titrated, usually from 46.2 µM), inactives show top-dose activity change, negative = growth inhibition, hits mostly inhibitors; further: nearly all actives have a fitted effect of over 55% in size
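Stably hTDP1-transfected Tdp1-null chicken DT40 cells were treated with library compounds minus camptothecin and grown for at least 48 hr at 37 °C, after which cellular ATP was quantified by luminescence.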
DT40 TDP1 CPT: DT40-hTDP1 cell growth loss with CPT; chicken DT40 Tdp1-/-;hTDP1 cells + 20 nM CPT, ATP luminescence, 48 h; Potency, µM (highest dose often 46.2 µM), inactives show top-dose activity change, negative = growth inhibition, usual class: inhibitors; actives 12% (n = 420,000); further: nearly all actives have a fitted effect of over 55% in size
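Chicken DT40 Tdp1-/- cells complemented with human TDP1, 400 cells/well, exposed to compounds plus 20 nM camptothecin for at least 48 h at 37 C; viability read as ATP content by CellTiter-Glo luminescence.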
Numbers without * were called inactive; ? = inconclusive; nt = not tested or not shown; & = joins results of further samples; [ ] = another dose, or the depositor's remark. The call rests on the fitted dose curve; in most records, active means well fitted curve in the direction sought with a large enough effect; inconclusive means small, poorly fitted or top-dose-only effect, or another doubt; inactive means no such curve, though single readings can be large; an effect the other way counts as inactive or inconclusive. On the % scale 0 is the no-effect control and ±100 the full control effect; potency means the concentration at half of the fitted maximal effect. Hits appear at their usual frequency; any-hit rate near 18%.

A first look:
SMILES	KAT2A inh	DT40 TDP1 no CPT	DT40 TDP1 CPT
CCC(C)[C@H]1CNC(=O)C(=O)N1CCCc1cc(OC)c(OC)c(OC)c1 (stereo partly specified)	9%	-1%	0%
O=C(CSc1nnnn1C1CCCCC1)NCCc1ccccc1	2%	-15%	-9%
CCN(CC)S(=O)(=O)c1cccc(-c2nnc(SCC(=O)NCCC3=CCCCC3)n2N)c1	-3%	?	-25%

Results, previewed entries included:
SMILES	KAT2A inh	DT40 TDP1 no CPT	DT40 TDP1 CPT
CCC(C)[C@H]1CNC(=O)C(=O)N1CCCc1cc(OC)c(OC)c(OC)c1 (stereo partly specified)	9%	-1%	0%
O=C(CSc1nnnn1C1CCCCC1)NCCc1ccccc1	2%	-15%	-9%
CCN(CC)S(=O)(=O)c1cccc(-c2nnc(SCC(=O)NCCC3=CCCCC3)n2N)c1	-3%	?	-25%
CC(=O)n1nc(-c2ccco2)nc1SCc1ccccc1	0%	-24%	?
CCOc1ccc2nc(SCC(=O)NC3CCCCC3)[nH]c2c1	-1%	?	-26%
CCOC(=O)CSc1nnc(C)c(=O)[nH]1	-2%	?	-10%
Cc1ccc(C)c(N2CCN(Cc3nnc(-c4ccc5c(c4)OCO5)o3)CC2)c1	-4%	?	?
CCN(CCn1cccn1)C(=O)c1cc(COc2ccccc2SC)on1	1%	?	?
CC(Sc1nccn1C)C(=O)c1c(N)n(C)c(=O)n(C)c1=O (stereo unspecified)	-7%	-1%	-3%
O=C(COC(=O)CNC(=O)c1cccc([N+](=O)[O-])c1)Nc1cccc(S(=O)(=O)N2CCCC2)c1	1%	?	?
O=C(CN1C(=O)COc2ccccc21)Nc1ccc(F)cc1	-5%	-26%	-24%
COc1ccccc1C=NN=Cc1ccccc1OC	nt	7%	7%
OC1CCCC1	-4%	9%	13%
CNc1ccc2ncc(-c3cccc(C(=O)N(C)C)c3)n2n1	nt	12µM*	?
COC(=O)c1cccc(NC(=O)/C=C/c2cccc([N+](=O)[O-])c2)c1	-4%	13µM*	?
CC1CCCC(C)N1C(=O)CSc1nc2ccccc2c(=O)[nH]1 (stereo unspecified)	-4%	?	-2%
O=C(OCC1OC(n2cc(Br)c(=O)[nH]c2=O)C(Br)C1O)c1ccccc1 (stereo unspecified)	0%	?	0%
Cc1ccc(OCC(=O)c2cc(C)n(-c3cc(C)on3)c2C)c([N+](=O)[O-])n1	-2%	?	10µM*
COc1ccccc1-n1c(SCC(=O)Nc2ccc(Br)cc2)nc(O)cc1=O	?	-1%	17%
CC1CN(C(=O)CCC(=O)N2CCN(c3ccccn3)CC2)c2ccccc2O1 (stereo unspecified)	4%	1%	5%
COc1ccc(NC(=O)CSc2nc3ccccc3c(=O)n2CCCN2CCOCC2)c(OC)c1	-1%	?	?
O=C(CN1C(=O)S/C(=C\C=C\c2ccccc2)C1=O)Nc1cccc(O)c1	-5%	?	?
CCOC(=O)CSc1nnc2n(-c3ccccc3)c(=O)c3c4c(sc3n12)CC(C(C)(C)C)CC4 (stereo unspecified)	-14%	?	?
Cc1cccn2c(CN[C@@H]3CCCC[C@H]3c3ccccc3)c(C(=O)N3CCOCC3)nc12	-8%	?	?
N#CC(C#N)=C1C(=O)N(CCN2CCCCC2)c2ccccc21	-29%	18µM*	16µM*
CCNC(=O)C1(C)CCCN(Cc2ccc(-c3ccccc3)o2)C1 (stereo unspecified)	nt	23µM*	23µM*
Cc1cc(C)c(S(=O)(=O)NC2CC2)c(C)c1	-13%	-7%	0%
CCC(Oc1ccccc1)C(=O)Nc1cc(C)on1 (stereo unspecified)	-2%	-9%	-22%
COc1ccc(Cc2nnc(SCC(=O)Nc3ccccc3C#N)o2)cc1	-4%	-5%	-12%
Cc1noc(C)c1C(=O)OC(C)C(=O)Nc1ccc2c(c1)OCO2 (stereo unspecified)	1%	-21%	-11%
COc1ccccc1C(=O)NC(=S)Nc1ccc(N2CCOCC2)cc1	nt	0.21µM*	-15%
COc1ccc(S(=O)(=O)N(C)c2ccc(C(=O)N3CCCC3)cc2)cc1	42%[activator]	?	-23%
Cc1cccc(C(=O)N2CCCCCC2)c1[N+](=O)[O-]	-4%	?	?
CC1CCCN(S(=O)(=O)c2cc3c(cc2Cl)NC(=O)CO3)C1 (stereo unspecified)	-8%	?	?
CCOC(=O)C1CCN(C(=O)CSc2c3c(nc4ccccc24)CCC3)CC1	0%	?	?
CCOC(=O)CSC1=NC(=O)/C(=C/c2ccc(Br)cc2)S1	-9%	4.1µM*	2.6µM*
CC(=O)Oc1ccc(Cn2c(C)c(C(=O)NCc3ccccc3C(F)(F)F)sc2=O)cc1	nt	?	?
O=C(CN1C(=O)C2CC=CCC2C1=O)N1CCN(S(=O)(=O)c2ccccc2)CC1 (stereo unspecified)	3%	1%	-2%
CCN(CC)CCNC(=O)c1ccc(NC(=O)Cc2ccccc2F)cc1	-4%	-4%	18%
CCOC(=O)N1CCC(NC(=O)c2cn(-c3ccc(OC)cc3)c(=O)c3ccccc23)CC1	-3%	?	-14%
CC1CCC(Nc2nc3c(-c4cccc(C(F)(F)F)c4)nnn3c3ccccc23)CC1 (stereo unspecified)	-7%	29µM*	?
Cc1ccc(NS(=O)(=O)c2csc(C(N)=O)c2)cc1C	0%	21µM*	?
CCOC(=O)C1(C)/C(=N/Nc2ccc(Cl)cc2)C(=O)C(=O)N1c1ccccc1 (stereo unspecified)	-15%	-7%	-28%
COc1ccccc1C1CC(c2cccs2)=Nc2ccccc2S1 (stereo unspecified)	-5%	?	?
COc1ccccc1-c1nn(Cc2ccccc2)cc1C(=O)N1CCN(c2ncccn2)CC1	2%	16µM*	26µM*
c1ccc2nc3ccccc3nc2c1	-1%	2%	12%
Cc1cc2c(cc1S(=O)(=O)Nc1cccc(F)c1)n(C)c(=O)c(=O)n2C	?	-20%	-8%
CC1=C(C(=O)Nc2ccccc2)C(c2ccc(C)cc2)n2nc(SCc3ccccc3C)nc2N1 (stereo unspecified)	-1%	-22%	3%
Cn1nccc1C(=O)NCc1ccc2c(c1)CCN2C(=O)c1ccc(F)cc1	-14%	?	?
CCOC(=O)c1[nH]c(C)c(C(=O)Nc2ccc(Cl)cc2)c1C	-3%	-11%	9%
Cc1ccc(O)c(C(CC(=O)NCc2ccco2)c2ccccc2)c1 (stereo unspecified)	-3%	-27%	?
C[C@@H](NC(=O)c1nc[nH]c1C(=O)NCc1ccccc1)c1ccccc1	-4%	?	?
Cc1cccc(C)c1NC(=O)CN(C)C(=O)c1cc(S(=O)(=O)N2CCOCC2)ccc1N1CCCC1	-11%	-7%	0%
O=C(CCCOc1ccc(Cl)cc1Cl)N/N=C/c1ccco1	-7%	-18%	1%
CC1CCCN(Cc2c(O)ccc3c(=O)c(-c4ccccc4Cl)c(C(F)(F)F)oc23)C1 (stereo unspecified)	0%	0%	1%
COc1ccccc1NC(=O)COC(=O)C12CC3CC(CC(Br)(C3)C1)C2	-7%	-24%	-23%
Cc1ccc(C(O)(C(=O)NN(C(=O)c2ccccc2)c2ccccc2)c2ccc(C)cc2)cc1	18%	?	?
COc1ccc(-c2ccc(=O)n(CC(=O)NCC3COCCO3)n2)cc1 (stereo unspecified)	-3%	-2%	-27%
Cc1ccc(C)c(Cn2c(=O)n(CCCC(=O)NCc3ccc4c(c3)OCO4)c(=O)c3sccc32)c1	-6%	15µM*	?
CCc1ccccc1-n1c(SCC(=O)NC)nnc1-c1ccco1	0%	-1%	6%

Next part
SMILES	KAT2A inh	DT40 TDP1 no CPT	DT40 TDP1 CPT
CCCCNC(=O)C1CCN(c2nc3ccc(C)cc3[nH]2)CC1	-18%	-21%	-26%
CCC(=O)N1CCC1(C)C(=O)Nc1ccc(OC(F)F)cc1 (stereo unspecified)	nt	-8%	8%
Cn1nnc(NC(=S)NC(=O)c2cccc3ccccc23)n1	-13%	-23%	4%
Cc1cccc(N2CC3=C(C2=O)C(c2ccccc2)NC(=O)N3C)c1 (stereo unspecified)	-5%	0%	-6%
NC(=O)C1CC(=O)N(Cc2ccc3c(c2)OCO3)C(=Nc2ccccc2)S1 (stereo unspecified)	-2%	-13%	-10%
Cc1ccc([N+](=O)[O-])cc1NC(=O)CN1CCC(C)CC1	-5%	4%	4%
CC1(C)CC(=O)C2=C(C1)OC(N)=C(C#N)C21C(=O)N(CN2CCOCC2)c2ccccc21 (stereo unspecified)	-6%	-7%	-23%
CCCOc1cccc(C2c3c(oc4cc(C)c(C)cc4c3=O)C(=O)N2CCCN2CCOCC2)c1 (stereo unspecified)	-4%	?	?
CC(=O)Nc1cccc(NC(=O)COc2ccccc2C)c1	-13%	-70%	12µM*
COc1cc(OC)c(N(C)C(=O)c2c(C)oc3ncn(CC(C)C)c(=O)c23)cc1Cl	-7%	-27%	-12%
N/C(=N\OC(=O)CCCN1C(=O)c2ccccc2C1=O)c1ccc(Cl)cc1	29%	-22%	-3%
CCN(Cc1ccccc1)C(c1ccncc1)c1nnnn1C(C)(C)C (stereo unspecified)	0%	?	?

An excerpt of these results, as comma-separated lines:
mol,KAT2A inh,DT40 TDP1 no CPT,DT40 TDP1 CPT
Cn1nnc(NC(=S)NC(=O)c2cccc3ccccc23)n1,-13%,-23%,4%
Cc1cccc(N2CC3=C(C2=O)C(c2ccccc2)NC(=O)N3C)c1 (stereo unspecified),-5%,0%,-6%
NC(=O)C1CC(=O)N(Cc2ccc3c(c2)OCO3)C(=Nc2ccccc2)S1 (stereo unspecified),-2%,-13%,-10%
Cc1ccc([N+](=O)[O-])cc1NC(=O)CN1CCC(C)CC1,-5%,4%,4%
CC1(C)CC(=O)C2=C(C1)OC(N)=C(C#N)C21C(=O)N(CN2CCOCC2)c2ccccc21 (stereo unspecified),-6%,-7%,-23%
CCCOc1cccc(C2c3c(oc4cc(C)c(C)cc4c3=O)C(=O)N2CCCN2CCOCC2)c1 (stereo unspecified),-4%,?,?

Going on with the list.
SMILES	KAT2A inh	DT40 TDP1 no CPT	DT40 TDP1 CPT
COc1cccc(-c2nc(CC(=O)O)cs2)c1OC	-2%	2%	-4%
Cc1ccc(C(=O)N2CCN(S(=O)(=O)c3ccccc3[N+](=O)[O-])C2)cc1	-2%	8%	-11%
CC(C)c1ccc(NCCC(=O)c2ccc(Br)cc2)cc1	-6%	-20%	-19%
CC(C(=O)NC(C)(C)C)N(Cc1cccs1)C(=O)CCN1CCc2ccccc21 (stereo unspecified)	-6%	?	23µM*
COC(=O)[C@@]1(Cc2ccc(F)cc2)[C@H]2c3cc(C(=O)N(C)C)n(Cc4ccccn4)c3C[C@H]2CN1C(=O)c1ccccc1	2%	?	?
CCSc1ccc(-c2ccc(C)cc2)nn1	-4%	10%	5%
CSc1ncc(C(=O)Nc2ccc(Cl)cc2)c(C)n1	0%	?	12%
COc1ccc(C(=O)C[C@@H]2OC[C@H](C)N2S(=O)(=O)c2ccc(C)cc2)cc1OC	nt	18µM*	?
CCCNC(=O)c1ccccc1NC(=O)CN(c1ccccc1OCC)S(C)(=O)=O	2%	-1%	-4%
CCC[C@@H]1C[C@@H](C(=O)NC(C(C)Cl)[C@H]2O[C@H](SC)[C@H](O)[C@@H](O)[C@H]2O)N(C)C1 (stereo partly specified)	-11%&10%	2%	8%
Cc1ccc(Nc2nc3c(S(=O)(=O)c4ccccc4)nnn3c3ccc(Cl)cc23)c(C)c1	-4%	?	?
Cc1ccc(Cl)cc1NC(=O)c1oc2ccc(S(=O)(=O)N3CCCCCC3)cc2c1C	-14%	-20%	-27%
CN(CC(=O)Nc1ccc(Cl)c(C(F)(F)F)c1)C(=O)Cc1cccs1	-5%	?	?
COCc1ccc(CN2CCOc3ccc(C4=CCCCC4)cc3C2)o1	nt	?	3%[9.04 µM]
CCOc1ccc(NC(=O)CNC(=O)c2ccc(OC)c(OC)c2)cc1	nt	5%	7%
COc1ccc(CN2CCC(n3nccc3NC(=O)C3CC3)CC2)c(Cl)c1OC	-4%	-21%	-8%
O=C(C[C@@H]1C[C@H]2c3cc(NC(=O)C4CCC4)ccc3O[C@H]2[C@@H](CO)O1)NCc1ccc(-c2ccccc2)cc1	nt	21µM*	18µM*
S=c1[nH]ccn1-c1cccc(Cl)c1	3%	-3%	2%
COc1cc(-c2nc(CN3CCN(C(=O)c4ccco4)CC3)c(C)o2)ccc1F	1%	-12%	-26%
Cc1ccc(Cn2nnnc2CN2CCC(O)(c3cccnc3)CC2)cc1	-2%	7%	-7%

Random excerpt: two records from the list
SMILES	KAT2A inh	DT40 TDP1 no CPT	DT40 TDP1 CPT
Cc1cccc(C(=O)N2CCCCCC2)c1[N+](=O)[O-]	-4%	?	?
CC1(C)CC(=O)C2=C(C1)OC(N)=C(C#N)C21C(=O)N(CN2CCOCC2)c2ccccc21 (stereo unspecified)	-6%	-7%	-23%
